# EphB4 ephrin blk – antagonists of human EphB4-ephrin-B2 interaction. hit rate 0.15% among 97,000. inhibition, % at 7 µM. EphB4 LBD / TNYL-RAW-Alexa532 peptide, fluorescence polarization. AID 720;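 active means inhibition above the screen-wide mean inhibition plus 3 SD, cut at about 15% in these data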;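 further: 0% = DMSO wells and 100% = excess unlabeled TNYL-RAW peptide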
# Target sequence (P54760 whole entry, looked up, the tested form may be a part): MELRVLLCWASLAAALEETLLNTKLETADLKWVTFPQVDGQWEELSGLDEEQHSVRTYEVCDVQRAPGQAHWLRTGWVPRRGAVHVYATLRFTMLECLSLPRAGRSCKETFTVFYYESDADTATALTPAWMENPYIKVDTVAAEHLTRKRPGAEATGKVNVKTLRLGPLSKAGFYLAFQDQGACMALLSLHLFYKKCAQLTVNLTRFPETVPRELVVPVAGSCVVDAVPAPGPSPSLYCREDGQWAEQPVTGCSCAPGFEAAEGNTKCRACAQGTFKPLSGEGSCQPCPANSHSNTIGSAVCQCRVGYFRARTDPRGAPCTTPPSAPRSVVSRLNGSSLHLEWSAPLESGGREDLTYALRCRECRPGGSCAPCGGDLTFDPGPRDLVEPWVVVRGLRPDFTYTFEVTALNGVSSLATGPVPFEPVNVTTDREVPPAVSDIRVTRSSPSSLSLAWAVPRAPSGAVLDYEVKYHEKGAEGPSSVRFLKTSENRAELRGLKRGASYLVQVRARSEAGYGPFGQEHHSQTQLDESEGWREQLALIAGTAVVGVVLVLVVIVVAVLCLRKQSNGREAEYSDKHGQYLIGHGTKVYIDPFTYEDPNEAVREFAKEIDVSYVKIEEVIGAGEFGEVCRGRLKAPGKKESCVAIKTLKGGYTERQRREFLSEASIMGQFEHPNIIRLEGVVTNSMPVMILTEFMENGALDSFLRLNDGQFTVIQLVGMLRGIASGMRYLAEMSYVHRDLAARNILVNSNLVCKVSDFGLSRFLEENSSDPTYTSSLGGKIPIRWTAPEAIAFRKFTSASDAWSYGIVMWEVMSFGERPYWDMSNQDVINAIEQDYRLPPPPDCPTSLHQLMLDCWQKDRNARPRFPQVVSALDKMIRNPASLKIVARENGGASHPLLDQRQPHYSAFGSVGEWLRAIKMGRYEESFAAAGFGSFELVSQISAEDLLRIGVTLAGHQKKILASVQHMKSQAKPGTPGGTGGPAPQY
# PostGolgi yeast – growth inhibition of a yeast mutant, post-Golgi transport screen; post-Golgi transport phenotypic cell assay; inhibition, % at 10 µM; hit rate 0.9% among 98,000;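 further: yeast cells grown in 1536-well plates; yeast grown about 18 h at 30C before absorbance read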
# PTPN22 act – activators of human LYP (PTPN22) phosphatase; hit rate 0.11% among 96,000; recombinant LYP, DiFMUP fluorescence; 0 = plate median, 100 = signal doubled; activation, % at 2 µM; Q9Y2R2;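 active means activation at 2 µM above a set limit, the mean plus 5 SD, cut at about 37% in these data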
# S1P2 antag – blocks the human S1P2 receptor | hit rate 0.21% among 97,000 | cell-based S1P2 antagonist assay, inhibition at 5 uM | O95136 | AID 736 | inhibition, % at 5 µM; in the data active means inhibition above about 45%;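 further: CRE beta-lactamase reporter cells expressing human S1P2 stimulated with S1P; 0% = agonist at EC80 alone and 100% = agonist plus reference antagonist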
# PTPN22 inh 2 – blocks human PTPN22 phosphatase activity. Q9Y2R2. recombinant LYP catalytic domain, DiFMUP fluorescence. inhibition, % at 2 µM. hit rate 0.21% among 96,000. AID 640;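 active means inhibition at 2 µM at or above a set limit, the screen mean plus 3 SD, cut at about 24% in these data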;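 further: 0% = DMSO with enzyme and 100% = enzyme fully blocked by orthovanadate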
# Rev-RRE block – inhibitors of HIV-1 Rev-RRE RNA interaction | P05866 | Rev peptide-RRE RNA binding, FRET | inhibition, % at 8 µM | hit rate 0.79% among 97,000;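 active means inhibition above the screen-wide mean plus 3 SD, cut at about 35% in these data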;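 further: 0% = median DMSO wells and 100% = median Neomycin B control wells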
# Target sequence (P05866 whole entry, looked up): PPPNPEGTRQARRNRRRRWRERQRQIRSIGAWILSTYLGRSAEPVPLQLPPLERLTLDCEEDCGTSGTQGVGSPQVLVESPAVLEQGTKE
#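 Assay system: Rev peptide and RRE RNA, both fluorescently labelled; times: 5 min preincubation and 15 min binding, 25 °C; detection: FRET, ex 480 nm, em 540 and 671 nm; read-out basis: % inhibition from 671/540 nm acceptor-to-donor ratio, scaled between controls; benchmarks: DMSO low control, neomycin B high control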
# FAK inh – inhibitors of human focal adhesion kinase; inhibition, %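 (tested at 7 µM)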; Q05397; AID 727; biochemical FAK kinase activity assay; hit rate 0.84% among 97,000; in the data active means inhibition above about 19%;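 further: 0% = DMSO and 100% = reference compound high control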
# PostGolgi ctrl – yeast control strain growth, post-Golgi counter-screen; AID 738; hit rate 5% among 98,000; efflux-deficient yeast background strain, growth absorbance A615, 16 h; inhibition, % at 10 µM
# S1P2 ag – S1P2 (human) receptor agonism; O95136; hit rate 0.46% among 97,000; S1P2-expressing cell line, agonist reporter read-out; AID 729; activation, % at 4.5 µM; in the data active means activation above about 16%;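 further: 0% = vehicle low control and 100% = maximal reference agonist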
# * marks the source's active call; other numbers are inactive results; nt = no result given. Unless noted, no stated cut-off is given here; in the data, active means inhibition above about 30%; inactive means the rest.
SMILES,EphB4 ephrin blk,PostGolgi yeast,PTPN22 act,S1P2 antag,PTPN22 inh 2,Rev-RRE block,FAK inh,PostGolgi ctrl,S1P2 ag
C=CCOn1c(=O)c(-c2ccc(OC)cc2)[n+]([O-])c2ccccc21,-2,17,-4,12,3,6,-2,10,-4
Cc1noc(C)c1COC(=O)c1ccc2c(c1)S(=O)(=O)c1ccccc1C2=O,0,4,4,-27,-7,4,-4,9,12
CC1CCCN(c2ccc(C(=O)NCc3cccs3)cn2)C1 (stereo not drawn),-4,5,15,-13,-17,6,1,5,0
COc1cc(C)c(S(=O)(=O)Nc2ccc(CC(=O)O)cc2)cc1C,5,12,0,24,4,10,11,6,-6
O=c1cc2c(nn1Cc1cccc(Cl)c1)-c1ccccc1CC2,9,20,-3,-12,2,8,-1,76*,-3
O=c1[nH]cnc2sc(-c3ccccc3)cc12,1,2,2,7,-1,6,4,2,-5
CCCCN(C)CCCNC(=O)C1CC(=O)N(Cc2ccc(OC)cc2)C1 (stereo not drawn),-5,13,-4,-19,4,2,-1,2,1
CCOC(=O)C1CCN(C(=O)c2ccc(Br)o2)CC1,-12,-6,3,-4,-6,-1,2,27,-4
CCOC(=O)c1ccccc1NC1OC(=O)c2ccccc21 (stereo not drawn),-4,-2,-6,7,6,6,3,10,-3
O=C(Cn1cnc2c(cnn2-c2ccccc2)c1=O)OCc1ccccc1,-11,-4,-6,-3,6,8,-6,-1,-9
COc1ccc(C(=O)Nn2c(SCC(=O)c3ccccc3)nc3ccccc3c2=O)cc1,1,27,1,12,1,4,-3,15,-7
CCOC(=O)CCC(NC(=O)c1ccc(NCN2C(=O)c3ccccc3C2=O)cc1)C(=O)OCC (stereo not drawn),-6,2,0,6,-2,6,0,2,-2
CCOc1ccc(-c2nnc(NC(=O)CCCOc3cccc(C)c3)o2)cc1,4,-11,-5,4,2,2,1,-11,0
CC1=C(C(=O)OCC(C)C)C(c2cc3c(cc2Br)OCO3)NC(=O)N1C (stereo not drawn),-11,-2,-4,-1,0,2,10,38*,-2
CCOC(=O)c1[nH]c(C)c(/C(O)=C2\C(=O)C(=O)N(CCCn3ccnc3)C2c2ccncc2)c1C (stereo not drawn),4,2,2,5,-3,7,-2,6,-11
Cc1[nH]ccc(=O)c1OCc1ccccc1,-7,16,8,11,-6,3,1,6,-3
COc1ccccc1-c1nc(C#N)c(N2CCC(C(N)=O)CC2)o1,4,0,2,6,-2,7,0,8,-4
COc1ccc2nc3oc(C(=O)N4CCN(c5cccc(Cl)c5)CC4)cc3cc2c1,-1,0,-12,8,10,2,-2,35*,-2
N#Cc1cc(C(=O)c2cc(Br)ccc2O)cn(C2CC2)c1=O,-3,9,8,10,-11,24,-2,11,-6
CCCCN(Cc1cc2cc(OC)ccc2[nH]c1=O)C(=O)c1ccccn1,10,4,5,2,-7,1,-1,5,-2
O=C(NC(=O)c1cccc(F)c1)OC[C@@H]1CCCN2CCCC[C@H]12,-8,-16,2,17,-3,5,0,2,-2
CC1CCN(c2nc3c(c(=O)n(C)c(=O)n3C)n2CCSc2nc3ccccc3o2)CC1,-11,11,10,0,-10,3,1,4,-3
CN1C(=O)c2ccc(C(=O)NCc3ccccc3)cc2C1=O,-6,-5,4,-9,-5,2,-1,7,1
CCOC(=O)c1ccc(-n2c(C)nc3c(cnn3-c3ccc(Cl)cc3)c2=O)cc1,3,-2,0,4,1,9,0,6,-6
O=C(c1ccc(F)cc1)c1cn[nH]c1-c1ccccc1O,1,14,2,24,-4,10,2,13,-11
COCCn1nnnc1CN1CCC(NC(=O)c2ccc(Br)cc2)CC1,10,-8,-2,-19,5,1,-3,9,-4
Cc1cc(NC(=O)CSc2nnc3c(C)cc4c(C)ccc(C)c4n23)no1,2,-5,-1,2,-1,2,2,3,-3
Cc1ccc(C2CC2C(=O)NNC(=S)Nc2cccc(Cl)c2)cc1 (stereo not drawn),9,nt,-3,-26,2,-3,1,nt,1
CCN1C(=O)CC(C(=O)Nc2ccc(F)cc2)SC1=Nc1ccc2c(c1)OCO2 (stereo not drawn),-3,2,3,42,1,9,2,26,-6
OC(c1ccccc1)(c1ccc(F)cc1)C(c1ccccc1)N1CCOCC1 (stereo not drawn),4,7,-9,9,11,7,-4,31*,-3
O=S(=O)(CC(O)COc1ccccc1Cl)c1ccccc1 (stereo not drawn),-2,-14,3,-4,-1,4,-4,6,-1
O=C(Nc1nnc(SCC(=O)N2CCCCC2)s1)C1CCCCC1,0,-1,-8,4,11,5,0,2,-5
Cc1cc(C(=O)CNCc2ccco2)c(C)n1-c1ccc(F)cc1,4,-2,-18,11,21,-1,6,-14,-8
Cc1ccc2c(Cl)c(C(=O)NCc3cccnc3)sc2c1,-4,0,-3,-1,3,1,3,0,-5
COCCNC(=O)c1ccccc1-c1ccccc1C(=O)O,-3,14,5,-3,-6,8,3,19,-1
CCN(CC)CCn1c(-c2ccccc2)nc(=S)c2c1CC(C)(C)OC2,4,-5,-3,9,6,12,-3,9,-6
Clc1cccc(-c2nnc3sc(-c4ccccc4)nn23)c1,-3,nt,-6,-25,9,7,-4,nt,-6
CC(C)(O)C#Cc1ccc(C(=O)NCc2ccccc2)s1,-7,nt,-5,4,3,-3,1,nt,1
Cc1cc(NC(=O)C(C)(C)C)no1,3,-8,1,-4,2,6,-2,3,-9
CS(=O)(=O)n1nc(-c2ccccc2)nc1NCc1ccco1,4,nt,0,-16,0,8,0,nt,-7
CCC1CCCCN1CCn1c(=S)[nH]c2cc(OC)c(OC)cc2c1=O (stereo not drawn),3,-5,-2,6,-1,5,0,13,-5
CN(C(=O)C1CCN(S(=O)(=O)c2cccs2)CC1)C1CCCCC1,-3,-3,6,28,-9,5,-2,21,-10
S=c1[nH]nc(Cc2cccc3ccccc23)n1-c1ccccc1,1,1,2,-13,0,4,2,-1,-2
COc1ccc(NCCC#N)cc1,-6,23,1,-16,-2,-2,0,-4,-1
CN1CCC(N(C)CC(=O)Nc2cccc(Oc3ccccc3)c2)CC1,-13,-2,4,-3,-6,-9,-4,21,-6

# Already shown: 6 of the compounds above.
SMILES,EphB4 ephrin blk,PostGolgi yeast,PTPN22 act,S1P2 antag,PTPN22 inh 2,Rev-RRE block,FAK inh,PostGolgi ctrl,S1P2 ag
CS(=O)(=O)n1nc(-c2ccccc2)nc1NCc1ccco1,4,nt,0,-16,0,8,0,nt,-7
CCC1CCCCN1CCn1c(=S)[nH]c2cc(OC)c(OC)cc2c1=O (stereo not drawn),3,-5,-2,6,-1,5,0,13,-5
CN(C(=O)C1CCN(S(=O)(=O)c2cccs2)CC1)C1CCCCC1,-3,-3,6,28,-9,5,-2,21,-10
S=c1[nH]nc(Cc2cccc3ccccc23)n1-c1ccccc1,1,1,2,-13,0,4,2,-1,-2
COc1ccc(NCCC#N)cc1,-6,23,1,-16,-2,-2,0,-4,-1
CN1CCC(N(C)CC(=O)Nc2cccc(Oc3ccccc3)c2)CC1,-13,-2,4,-3,-6,-9,-4,21,-6

# More compounds:
SMILES,EphB4 ephrin blk,PostGolgi yeast,PTPN22 act,S1P2 antag,PTPN22 inh 2,Rev-RRE block,FAK inh,PostGolgi ctrl,S1P2 ag
Cc1ccc(C2CC(c3cccc(C)c3)n3ncnc3N2)cc1 (stereo not drawn),nt,5,1,nt,-3,nt,nt,0,nt
CC(=O)CSc1nnc(NC(=O)CCc2ccccc2)s1,2,3,9,-23,-8,-3,2,-4,-2
c1cncc(-c2nc3ccccn3c2Nc2ccc3c(c2)OCCO3)c1,0,-9,-6,10,4,3,1,7,-4
O=C(c1ccco1)N1CCN(Cc2ccccc2C(F)(F)F)CC1,3,nt,0,11,3,5,0,nt,-4
Oc1ccc(Nc2nc(-c3ccc4ccccc4c3)cs2)cc1,-1,93*,0,10,0,2,3,82*,-11
CCOC(=O)C1=C(c2ccccc2)OC(N)=C(C#N)C1C1CCCCC1 (stereo not drawn),-8,-5,-6,2,8,16,24*,19,-1
Cc1ccc(CC2CC(=O)N(c3cc(C)on3)C2=O)cc1 (stereo not drawn),1,-2,nt,-9,nt,-1,1,26,0
Cc1ccc(C(=O)Nc2ccon2)cc1S(=O)(=O)N1CCCC1,-3,4,4,-18,-7,3,-1,12,-2
CCOC(=O)C1C(=O)NC(N2CCc3ccccc32)=NC1c1ccccc1 (stereo not drawn),2,0,9,2,-9,1,-1,-6,-7
O=C1Nc2ccccc2C1(c1ccccc1)c1ccccc1,-2,2,0,-12,5,13,0,29,-4
O=C(COC(=O)[C@@H]1CCCN1C(=O)c1cccs1)NCCc1ccccc1,6,2,10,-11,-12,0,1,0,-1
COc1ccc(C2CC(=O)n3c(nc4ccccc43)S2)cc1OC (stereo not drawn),3,0,3,-14,-6,4,-1,1,-2
N#Cc1cc(-c2cccc(Cl)c2)c[nH]c1=O,0,3,2,11,0,7,-1,0,-1
O=C1C2C3CCC(C3)C2C(=O)N1CNc1ccc(F)cc1 (stereo not drawn),3,12,-2,-3,4,14,-3,24,0
CC1CCN(S(=O)(=O)c2ccc(F)c(C(=O)O)c2)CC1,-3,4,-3,12,0,3,-1,-1,-6
Cc1ccc(OCC(=O)Nc2ccc(O)c(-c3nc4ccccc4o3)c2)cc1,-3,-3,9,-3,-9,4,-3,-4,0
CCOc1ccc(C2C(C(=O)c3ccco3)=C(O)C(=O)N2CCN(C)C)cc1 (stereo not drawn),0,4,0,3,3,13,-1,5,-2
Cc1cc(C(=O)CSc2nnc(N)s2)c(C)n1CCc1ccc(Cl)cc1,0,3,-10,11,7,3,0,41*,-5
CCc1nnc(NC(=O)C=C(C)C)s1,6,nt,8,6,-8,7,-1,nt,-2
CCCCOC(=O)C(NC(=O)c1ccccc1)=C(C)C,-5,7,-5,-7,8,5,2,0,-6
CC(C)Sc1nc2c(c(=O)n(C)c(=O)n2C)n1Cc1ccc(Cl)cc1,0,-4,14,12,-20,8,1,77*,-5
COc1cccc(-n2nnc3c(=O)n(Cc4ccc(F)cc4)cnc32)c1,6,6,0,13,-2,2,2,1,-2
COc1ccc(C(=O)NCCc2nnc(SCC(=O)Nc3ccccc3)n2C)cc1,2,10,1,9,2,2,2,6,-7
Cc1nnc(NC(=O)CSc2nccn2C)s1,71*,nt,0,-10,2,8,1,nt,-4
CCOc1ccccc1NC(=O)CSc1nnc(CNC(=O)c2ccco2)o1,-4,-7,-4,-15,6,7,0,2,-3
O=C1/C(=C\Nc2ccccc2)CCN1c1ncccn1,6,8,-2,0,1,8,-3,3,-3
CCC(=S)/C=C1\Sc2ccccc2N1CCCS(=O)(=O)O,2,9,4,13,-1,7,-5,7,-5
CCOc1ccc(Nc2cc(=O)oc3ccccc23)cc1,12,-1,-9,3,6,6,2,48*,-6
COc1ccc(OC)c(S(=O)(=O)N(C)CC(=O)N2CCc3ccccc3C2)c1,-3,24,-1,5,-1,3,2,13,-3
CCn1c(COc2ccc(Cl)cc2)nnc1SCc1ccc(C#N)cc1,3,-10,-3,-2,1,1,-3,34*,-3
COc1ccc(OCCCC(=O)Nc2nncs2)cc1,-1,3,10,14,-12,5,0,-8,-4
O=C(NCC1CCCO1)C(C(=O)c1ccccc1)n1ccccc1=O (stereo not drawn),6,0,6,16,-8,9,1,2,-6
CCOC(=O)C1CCCN(S(=O)(=O)c2c(C)c(C)cc(C)c2C)C1 (stereo not drawn),-1,-9,-1,-10,5,8,5,8,-6
CCCN(CCC)CCCNC(=O)c1ccc2c(c1)N(CC)C(=O)c1ccccc1S2=O (stereo not drawn),-4,0,4,14,-6,-2,1,2,0
Cc1noc(C)c1S(=O)(=O)N1CCC(Cc2ccccc2)CC1,-3,-3,-2,10,0,13,0,12,-3
O=c1cc(CO)oc(CN2CCN(c3ccccc3)CC2)c1O,1,3,-9,-12,9,10,-3,1,-4

# High-throughput results deposited in PubChem BioAssay by several laboratories.
